# Compound activity (PubChem BioAssay)
# MCF10A rerep: inducers of DNA re-replication in MCF 10A breast cells; MCF 10A DNA re-replication, Hoechst nuclear intensity, 48 h; Potency, µM (highest dose often 46.1 µM), without a hit: at the top dose activity, positive = re-replication, usual class: activators; 2.9% of 350,000 active; AID 624296; further: potency means the concentration at half of the fitted maximal effect; % of control where 0% means no effect; nearly all actives have a fitted effect of over 50% in size
# ATXN2 expr inh: reduces ATXN2 reporter expression in HEK-293 cells; 0.72% of 360,000 active; Potency, µM (titrated, usually from 57 µM), inactives show at the top dose activity change, negative = inhibition, most hits filed as inhibitors; AID 1745845; HEK-293 ATXN2-luciferase reporter, luminescence, 24 h; further: potency means the concentration at half of the fitted maximal effect; on the % scale 0 is the no-effect control and ±100 the full control effect; nearly all actives have a fitted effect of over 55% in size
#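 ATXN2-luciferase reporter cells (luciferase flanked by upstream and downstream ATXN2 gene portions) were treated 24 h at 37 °C with compounds at up to 57 uM. SteadyGlo luminescence gave expression; GF-AFC fluorescence gave viability.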
# S2 tox: viability counter-screen for ATXN expression inhibitors | S2 cells (HEK-293 line with an ATXN2-luciferase reporter) viability, CellTiter-Fluor protease fluorescence, 24 h | Potency, µM (titrated, usually from 56.7 µM), hits mostly cytotoxic | 0.49% of 400,000 active; further: potency means the concentration at half of the fitted maximal effect; nearly all actives have a fitted effect of over 40% in size
# SW480 rerep: inducers of DNA re-replication in SW480 colon cancer cells; SW480 DNA re-replication, Hoechst DNA content imaging, 48 h; Potency, µM (highest dose often 46.1 µM), for the others: top-dose re-replication activation, usual class: activators; 1.8% of 340,000 active; further: potency means the concentration at half of the fitted maximal effect; % of control where 0% means no effect; nearly all actives have a fitted effect of over 55% in size
#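 Treated cells incubate 48 hr (37 C, 5% CO2), are stained 40 min with Hoechst, and nuclear fluorescence is enumerated; a rise in nuclei with high DNA signal marks re-replication.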
# HT1080 IDH1KD tx: HT-1080 IDH1 knockdown cell toxicity (counter line); HT-1080 IDH1 knockdown viability, ATP luminescence, 48 h; 2% of 360,000 active; Potency, µM (top dose mostly 46.1 µM), for inactives: top-dose activity, negative = toxicity, usual class: cytotoxic; AID 686971;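 further: potency means the concentration at half of the fitted maximal effect; 0% = DMSO wells and -100% = cell-free medium wells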
#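 Assay cells: HT-1080 with IDH1 knockdown, 750 per well, RPMI/5% FBS. Exposure: 48 h at 37 °C following 2 h pre-incubation. Read: CellTiter-Glo luminescence; fitted concentration-response, curve class assigned.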
# KB-3-1 tox: KB-3-1 parental cell cytotoxicity. KB-3-1 viability, CellTiter-Glo ATP luminescence, 72 h. Potency, µM (doses to about 46.1 µM), without a hit: at the top dose activity change, negative = cytotoxic, hits mostly cytotoxic. 1.4% of 400,000 active. AID 1347075; further: potency means the concentration at half of the fitted maximal effect; on the % scale 0 is the no-effect control and ±100 the full control effect; nearly all actives have a fitted effect of over 60% in size
#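 Cytotoxicity measured as CellTiter-Glo luminescence after 72 h at 37 C. Compound titrations were pinned onto drug-naive KB-3-1 parental adenocarcinoma cells grown in DMEM with 10% FBS, and normalized data fitted to concentration-response curves.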
# HepG2 viability: HepG2 cytotoxicity, counter-screen for TGF-b inhibitors. 0.76% of 410,000 active. Potency, µM (series often up to 46.1 µM), without a hit: at the top dose activity change, negative = cytotoxicity, usual class: cytotoxic. HepG2 CAGA-GFP viability, ATP luminescence, 18 h. AID 588856; further: potency means the concentration at half of the fitted maximal effect; some results filed as inactive show a strong effect at the top dose
#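 HepG2 CAGA-GFP cells (1000/well, DMEM with 1% FBS) received compound, then TGF-beta at 500 pg/mL final, and were incubated 18 hours at 37 degrees C. Viability was read by CellTiter-Glo luminescence. Media-only wells were set as complete cell-killing and DMSO as no toxicity.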
# IL1B secr inh: inflammasome signaling inhibition, IL-1 beta readout; THP-1 LPS/ATP IL-1B secretion, AlphaLISA, 16 h; hits give low values; activity change, % at 57.5 µM; 4.7% of 360,000 active; in the data active means activity change below about -50%; inconclusive means mostly about -30% to -49%; further: on the % scale 0 is the no-effect control and ±100 the full control effect
#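 Secreted IL-1B measured by AlphaLISA bead assay after 16 h compound exposure of THP-1 cells; compounds (final up to 57.5 uM) added 1 h before LPS (250 ng/mL) and ATP (1.25 mM) stimulation; lower signal means less secretion.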
# HT1080-NT tox: kills 2HG-producing HT-1080-NT fibrosarcoma cells. HT-1080-NT fibrosarcoma viability, CellTiter-Glo ATP luminescence, 48 h. Potency, µM (series often up to 46.1 µM), for the others: top-dose activity, negative = less viability, hits mostly cytotoxic. 1.6% of 360,000 active. AID 686970;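 further: NT is the 2HG producing partner of a matched IDH1 knockdown line; potency means the concentration at half of the fitted maximal effect; 0% = DMSO-treated cells and -100% = media-only wells without cells; nearly all actives have a fitted effect of over 55% in size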
#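 Toxicity toward the 2HG-producing NT line was scored as %Activity, normalised to DMSO and no-cell wells, from CellTiter-Glo luminescence after 48 hours' treatment.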
# Numbers without * were called inactive; i = inactive; ? = inconclusive; . = no result given; [ ] = dose if it differs, or a comment. Unless noted, the call rests on the fitted dose curve; in most records, active means well fitted curve in the direction sought with a large enough effect; inconclusive means small, poorly fitted or top-dose-only effect, or another doubt; inactive means no such curve, though single readings can be large; an effect the other way counts as inactive or inconclusive. An unsorted share of the library. Share with any hit: about 8.9%.
compound | MCF10A rerep | ATXN2 expr inh | S2 tox | SW480 rerep | HT1080 IDH1KD tx | KB-3-1 tox | HepG2 viability | IL1B secr inh | HT1080-NT tox
NNC(=O)[C@H]1C[C@@H]1c1ccccc1 | 9% | . | ? | -7% | 1% | 3% | 5% | 17 | -2%
COc1ccc(S(=O)(=O)n2ccnc2)c2cccnc12 | -8% | -7% | i | -4% | -2% | -1% | -16% | 0 | -1%
CC(=O)c1ccc(N2CCN(c3ccc(C(N)=O)cc3[N+](=O)[O-])CC2)cc1 | -4% | . | ? | -2% | 0% | -18% | -17% | 5 | -1%
CCOC(=O)CC1(C)SC(NC(C)=O)=NN1C(C)=O (configuration not stated) | 7% | . | i | ? | 1% | 8% | 2% | 14 | 0%
C=CCc1c(C)nc(SCc2ccccc2)[nH]c1=O | 0% | 37% | i | -5% | -13% | 0% | 7% | 9 | -8%
O=C(CCn1nnnc1CN1CCOCC1)N1CCC(c2cccc(Cl)c2)C1 (configuration not stated) | 0% | -5% | i | 7% | 2% | 2% | 1% | 1 | 17%
COc1ccc(N2CCN(S(=O)(=O)CCNC(=O)C(C)Oc3ccccc3)CC2)cc1 (configuration not stated) | 1% | -3% | i | 1% | 0% | -3% | 0% | -8 | 1%
CC1CC(Nc2ccccc2)=CC(=O)O1 (configuration not stated) | 0% | 5% | i | -5%[9.22 µM] | 13% | -1% | -8% | 1 | 11%
COc1ccc(C(=O)C2CCCN(Cc3cc(C)c(O)c(C)c3)C2)c(OC)c1 (configuration not stated) | 8% | -26% | i | 0%[9.22 µM] | -26% | -13% | 0% | ? | ?
Cn1c(=O)c2c(-c3ccccc3Br)n(C(C)(C)C)cc2n(C)c1=O | . | -14% | ? | . | . | 2% | -19% | . | .
COc1ccc(S(=O)(=O)N2CCc3ccccc32)cc1C(=O)OCC(=O)c1c(N)n(C)c(=O)n(C)c1=O | ? | -6% | i | -4% | -1% | 0% | 8% | 31 | -6%
COCc1cc(C)nc(SCC(=O)Nc2ccccc2C)c1C#N | 0% | 3% | i | 25% | -12% | ? | 9% | -2 | -4%
CC(C)Oc1ccc(S(=O)(=O)N2CCCCC2)cc1NC(=O)CN1C(=O)NC(C)(c2ccccc2)C1=O (configuration not stated) | 6% | -2% | i | ? | -1% | -6% | -17% | ? | 3%
Cc1ccc(CNCC(O)(c2ccccc2)c2ccc(F)cc2)cc1 (configuration not stated) | 21% | -15% | ? | 4% | -5% | -3% | -35% | -17 | -3%
CC(C)S(=O)(=O)c1csc(C(=O)NN)c1-n1cccc1 | 0% | -19% | i | -11% | 2% | -6% | -9% | -9 | 8%
CCNC(=O)C1CCCN(C(=O)c2cc(F)ccc2C)CC1 (configuration not stated) | . | 12% | i | . | 21% | 0% | -11% | 27 | ?
Cc1ccc(NC(=O)C2CCN(S(=O)(=O)c3c(C)n[nH]c3C)CC2)c(C)c1 | -4% | . | i | 7% | 12% | 2% | 0% | -1 | 10%
CNC(=O)c1nnn(Cc2ccccc2)c1NC(C)=O | 17% | 1% | i | -1% | 8% | 1% | -6% | -2 | 2%
Cc1cc(Br)ccc1NC(=O)CN(C)C(=O)c1cc([N+](=O)[O-])ccc1N1CCOCC1 | 1% | -17% | i | 6% | -3% | -4% | -3% | -59* | -5%
COCCCNC(=O)CCc1c(C)c2cc3c(C)coc3cc2oc1=O | 13% | 2% | i | 3% | 24% | 13% | 3% | -4 | 8%
CCOC(=O)C1CCCN(c2c(NCCc3ccc(S(N)(=O)=O)cc3)c(=O)c2=O)C1 (configuration not stated) | 12% | 0% | i | -6% | 10% | 8% | 7% | -4 | 20%
CCN1C(=O)S/C(=C/c2ccsc2)C1=O | ? | 12% | i | 6% | -1% | 2% | -13% | -26 | 4%
O=C(COC(=O)c1nc(Cl)c(Cl)c(Cl)c1Cl)NCc1ccccc1 | ? | ? | i | 16µM* | ? | -19% | -23% | -89* | -25%
CC(NC(=O)C1CCCN(S(=O)(=O)c2cccs2)C1)c1ccccc1 (configuration not stated) | 4% | -7% | i | 8% | 3% | -12% | -5% | 5 | 6%
CCc1ccc(C(=O)c2oc3nc(C)cc(C)c3c2N)cc1 | 7.3µM* | 4% | i | 16µM* | ? | 0% | -27% | -3 | 1%
O=C(C1CC(=O)N(c2ccc(F)cc2)C1)N1CCC(c2nc3ccccc3[nH]2)CC1 (configuration not stated) | 4% | -3% | i | -17% | 2% | -7% | -12% | -4 | -4%
CC1(C)COC(c2cccn2Cc2ccccc2Cl)=N1 | 33% | -12% | i | -6% | 5% | 15% | 6% | 2 | 21%
Oc1ccc(Br)cc1/C=N/n1c(C2CCCCC2)n[nH]c1=S | ? | -8% | i | 11% | 21% | 21% | -13% | 0 | 22%
CC1CCN(C(=O)COC(=O)/C=C/c2ccc([N+](=O)[O-])cc2)CC1 | 19% | 0% | i | 6% | ? | -9% | -9% | -6 | -4%
Cc1ccc2cc(C#N)c(NCc3ccccc3)nc2c1 | 9.2µM* | . | . | ? | 3% | 10% | 18% | 0 | 4%
O=C(Nc1cccc(NC(=O)c2cccs2)c1)c1ccc(Br)cc1 | -1% | -1% | i | ? | -4% | ? | -18% | -24 | -16%
CCCSCCCNC(=O)CN1C(=O)COc2ccc(S(=O)(=O)N3CCC(C)CC3)cc21 | . | 4% | i | . | . | 7% | -8% | . | .
O=C(O)C1CCCCC1C(=O)Nc1ccc(F)cc1F (configuration not stated) | -6% | 8% | i | -2% | 13% | -4% | 2% | 27 | 8%
O=C(CS(=O)CC(=O)Nc1cnc2ccccc2c1)Nc1ccc(Cl)cc1 (configuration not stated) | -4% | -10% | i | 9% | -12% | -2% | -5% | 7 | 0%
COc1ccccc1-c1ccc(/C=C2\C=CC(=O)O2)o1 | 21µM* | -33% | . | ? | ? | 7% | -16% | . | -27%
O=C(O)C1CCCN1S(=O)(=O)c1cc(Cl)ccc1Cl (configuration not stated) | 3% | -8% | i | 2% | 7%[9.24 µM] | 2% | 9% | 26 | 3%
CCOC(=O)C(=CNc1cc(C)nn1-c1ccc(C)cc1)C(=O)OCC | ? | -21% | ? | 5% | -14% | 8% | -25% | -9 | -21%
O=C(Cc1csc(Nc2nc(=S)[nH]c3ccccc23)n1)NCc1ccc(Cl)cc1 | 16µM* | -31% | i | ? | -18% | -13% | -2% | 24 | -2%
CC(C)C[C@H]1CN([C@@H](CC(C)C)CN2CCCC2CN2C(=S)NC[C@@H]2Cc2ccccc2)C(=S)N1CCc1ccccc1 (some centres not stated) | . | ? | ? | . | 3% | ? | . | 12 | -3%
CCN(CC)CCCNC(=O)CCc1c(C)nc2c(c1C)c(=O)n(C)c(=O)n2C | . | -13% | i | . | . | 1% | -17% | . | .
COc1ccc(CCCNC(=O)C2Cc3c(-c4cccc(C(C)=O)c4)ccnc3O2)cc1 (configuration not stated) | . | -20% | ? | . | ? | 6.5µM* | -1% | 0 | ?
Fc1cccc(NC(=S)NNc2ccccc2)c1 | ? | -25% | i | ? | 5% | -1% | -32% | 0 | 10%
CC(C(=O)Nc1ccccc1F)N1CCN(S(=O)(=O)c2ccc(C(F)(F)F)cc2)CC1 (configuration not stated) | -2% | -1% | i | -37%[inhibitor] | 2% | -2% | 1% | -13 | -3%
CC(C)c1cc(NC(=O)CCl)on1 | ? | . | ? | ? | 26µM* | ? | -50% | -79* | 18µM*
OC(c1cccc(F)c1)c1ncc(-c2ccc(C(F)(F)F)cc2)[nH]1 (configuration not stated) | . | 17% | ? | . | ? | 0% | -32% | -16 | -30%
COc1ccc(-n2nnnc2SCC#CCO)cc1 | 2% | 3% | i | ? | ? | ? | -39% | -5 | -21%
Cc1cc(C)c[n+](CC(=O)c2cc3ccccc3oc2=O)c1 | 0% | -10% | i | 2%[9.22 µM] | -3% | 4% | -15% | -13 | -3%
CCCn1c(CNc2ccc(Br)cc2)nc2ccccc21 | ? | 0% | ? | ? | -7% | -28% | -30% | -28 | 1%
CCOCCCNC(=S)N1CCN(c2nc(-c3ccc(F)cc3)cs2)CC1 | -6% | ? | i | -12% | ? | ? | -42% | 0 | 21µM*
C=CCOc1ccc(/C=C2\SC(=S)N(NS(=O)(=O)c3ccc(C)cc3)C2=O)cc1 | -1% | 41%[activator] | i | -3% | -19% | 14% | 0% | 1 | -13%
CCC(CC)C(=O)c1c[nH]c(C(=O)O)c1 | 1% | -12% | i | ? | 3% | 0% | 20% | 11 | -1%
COc1ccc(NC(=S)Nc2ncccc2C)cc1OC | ? | 0% | i | -4% | 2% | 0% | 1% | -24 | 1%
COc1cc2c(cc1OC)-c1cc(OCc3cccnc3)nc(=O)n1CC2 | 0% | 5% | i | -11% | -1% | 21% | -14% | -10 | -13%
COc1ccc(Cc2nnc(SCC(=O)N3CCc4ccccc4C3)o2)cc1 | 6% | 6% | i | -6% | 8%[9.24 µM] | -4% | -9% | 1 | 13%
CC(C)(C)c1ccc(C(=O)NCC(=O)NCc2ccccn2)cc1 | -2% | 7% | i | 7% | 4% | -1% | 3% | 20 | -16%[9.24 µM]
CC(C)Oc1nc(-c2ccccc2Cl)nc2ccccc12 | ? | -26% | i | -65%[inhibitor] | ? | -4% | -65% | 32 | -16%
Cc1ccc(Oc2ncnc3sccc23)cc1 | 1% | 35% | ? | -1% | 17% | -14% | 0% | 13 | 12%
CCOCCc1nn2c(=O)cc(COC(=O)COc3ccc(C)c(C)c3)nc2s1 | . | 8% | i | . | . | 14% | 8% | . | .
COc1ccc(S(=O)(=O)/C(C#N)=C/Nc2cccc(OC)c2)cc1 | 7% | -19% | i | 2% | 1% | 0% | 0% | 11 | -2%
Nc1ccc2c3c(ccc([N+](=O)[O-])c13)CC2 | . | . | i | . | -3% | -13% | -23% | ? | 0%
